Bioassay records (PubChem)
MEKK3 PB1 HTS: modulators (inhibitors or enhancers) of MEK5 binding to human MEKK3 PB1 domain; binding response (% of control), % at 10 µM; 290,000 tested, 1.4% active; bead-based flow cytometry, Alexa488-MEK5 binding to MEKK3; actives lie on both sides; 0 = blocked by unlabeled MEK5, 100 = vehicle; Q99759;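 active = binding response more than 3 SD above or below the average of its plate-row segment, actives on both sides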;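 note: Alexa488 bead fluorescence after subtracting the streptavidin-only scavenger bead signal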
Target sequence (Q99759 whole entry, looked up, the tested form may be a part): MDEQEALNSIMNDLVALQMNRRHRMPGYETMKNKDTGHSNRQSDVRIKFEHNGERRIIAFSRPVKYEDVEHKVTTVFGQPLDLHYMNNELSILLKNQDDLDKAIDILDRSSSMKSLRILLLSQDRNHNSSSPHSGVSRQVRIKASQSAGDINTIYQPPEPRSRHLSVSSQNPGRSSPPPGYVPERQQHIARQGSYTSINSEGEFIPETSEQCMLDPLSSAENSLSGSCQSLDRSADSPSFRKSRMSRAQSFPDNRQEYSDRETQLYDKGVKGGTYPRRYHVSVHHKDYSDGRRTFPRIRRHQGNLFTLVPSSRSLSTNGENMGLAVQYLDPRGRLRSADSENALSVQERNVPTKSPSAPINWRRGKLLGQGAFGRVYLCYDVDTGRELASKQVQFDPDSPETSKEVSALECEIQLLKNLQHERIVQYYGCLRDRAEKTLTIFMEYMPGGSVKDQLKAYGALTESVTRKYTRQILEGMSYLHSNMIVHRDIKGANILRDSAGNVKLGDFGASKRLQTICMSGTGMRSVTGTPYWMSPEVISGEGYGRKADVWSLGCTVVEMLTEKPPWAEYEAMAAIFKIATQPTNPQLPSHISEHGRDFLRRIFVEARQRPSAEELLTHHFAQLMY
IDE cell activ: boosts human insulin-degrading enzyme activity in HEK cells | FAbeta-B cleavage, fluorescence polarization; 0% vehicle, 100% cell-free pure enzyme wells | 340,000 tested, 0.073% active | activation, % at 5.96 µM;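 active = activation above the mean of all tested compounds plus 3 SD, set per screening campaign, cut at about 17% in these data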
PHOSPHO1 block: PHOSPHO1 (human) inhibition; Q8TCT1; recombinant PHOSPHO1, absorbance phosphatase assay; inhibition, % at 13.3 µM; 290,000 tested, 1.1% active; in the data active = inhibition above about 60%
Target sequence (Q8TCT1 whole entry, looked up): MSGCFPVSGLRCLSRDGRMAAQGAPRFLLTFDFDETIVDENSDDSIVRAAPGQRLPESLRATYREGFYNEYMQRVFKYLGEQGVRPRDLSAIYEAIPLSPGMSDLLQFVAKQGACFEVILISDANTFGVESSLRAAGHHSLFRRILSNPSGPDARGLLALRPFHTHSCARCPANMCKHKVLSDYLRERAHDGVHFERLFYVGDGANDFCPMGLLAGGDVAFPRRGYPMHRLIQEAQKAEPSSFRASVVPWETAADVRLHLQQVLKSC
SUMO HTRF inh: SUMOylation inhibition; P63279; HTRF SUMOylation assay, SAE1/SAE2 + UBC9, in vitro; inhibition, % at 35 µM; 290,000 tested, 0.36% active; in the data active = inhibition above about 50%, passing the limit was not always enough; note: strong numbers were not always called active
Target sequence (P63279 whole entry, looked up): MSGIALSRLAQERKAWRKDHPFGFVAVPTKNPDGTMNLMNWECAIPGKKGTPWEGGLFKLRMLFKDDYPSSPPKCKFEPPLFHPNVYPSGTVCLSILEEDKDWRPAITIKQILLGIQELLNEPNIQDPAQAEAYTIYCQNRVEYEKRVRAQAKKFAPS
p-CIP stab down: compounds decreasing mouse p/CIP protein stability. Q05BA5. 290,000 tested, 0.01% active. F442A p/CIP-EGFP cells, EGFP fluorescence, 16 h. decrease of EGFP signal, % at 10 µM;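 active = EGFP signal decrease of at least 30% at 10 µM or well 3 SD below plate mean, unless failing retest; inactive = the rest, including hits failing retest or dose response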; note: some compounds called inactive have numbers as strong as hits; many of its hits are not listed in these tables
NS3 helicase inh: HCV NS3 helicase inhibition | NS3 helicase DNA unwinding, Cy5 molecular beacon fluorescence | inhibition, % at 10.9 µM | 290,000 tested, 0.56% active | AID 1800;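 active = inhibition above the mean of all tested compounds plus 3 SD, set per campaign, cut at about 35% in these data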;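 note: 0% = DMSO wells and 100% = thioflavine S control wells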
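test system = hepatitis C virus NS3 helicase domain fragment enzyme | reagent = annealed dual-labelled DNA beacon duplex, ATP-started | times = 1 h at 25 °C | detection = Cy5 fluorescence, 0 and 60 min reads | read-out basis = percent inhibition from t60/t0 fluorescence ratio | control set = DMSO and thioflavine S | replication = one well per compound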
FID counter: displaces DNA intercalator in HCV helicase counter-screen; 290,000 tested, 0.17% active; inhibition, % at 7.9 µM; DNA fluorescent intercalator displacement, fluorescence; in the data active = inhibition above about 37%;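 note: 0% = vehicle and 100% = reference compound; higher means more ethidium bromide displaced from hairpin DNA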
IMP-1 inh: blocks Pseudomonas aeruginosa IMP-1 metallo-beta-lactamase; purified IMP-1, nitrocefin hydrolysis, epi-absorbance fluorescence; inhibition, % at 5.6 µM; 290,000 tested, 0.45% active; AID 1556;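 active = inhibition above the mean plus 3 SD of all compounds in the same screening run, cut at about 4.5% in these data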;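 note: 0% = IMP-1 with DMSO and 100% = DMSO wells lacking enzyme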
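System: Purified IMP-1 | Read-out basis: Percent enzyme inhibition | Controls: IMP-1 with DMSO as 0%, enzyme-free DMSO as 100% | Replicates: One well per compound | Doses: 5.6 µM nominal single concentration | Detection: Epi-absorbance fluorescence, 480 nm excitation, 530 nm emission | Incubation: 25 °C, 15 min preincubation, 25 min reaction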
VIM-2 inhibitor: inhibitors of Pseudomonas aeruginosa VIM-2 metallo-beta-lactamase | purified VIM-2, nitrocefin hydrolysis, epi-absorbance fluorescence | inhibition, % at 5.6 µM | 290,000 tested, 0.89% active;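 active = inhibition above the mean of all tested compounds plus 3 SD, cutoff set per screening run, cut at about 7.5% in these data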;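 note: red hydrolysis product quenches plate fluorescence so inhibitors raise well fluorescence; 0% = enzyme with DMSO and 100% = DMSO without enzyme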
* marks the source's active call; other numbers are inactive results; . = no result given. These rows are one share of the data; rates above refer to the full screens.

Sequence of screens: MEKK3 PB1 HTS | IDE cell activ | PHOSPHO1 block | SUMO HTRF inh | p-CIP stab down | NS3 helicase inh | FID counter | IMP-1 inh | VIM-2 inhibitor
O=C(COCc1nc2ccccc2c(=O)[nH]1)NCC1CCCCC1
  77 | 1 | -6 | 10 | -6 | -4 | -5 | -3.0 | -1.2
CCCn1c(SCC(=O)NNC(=O)c2ccccc2)nnc1-c1cccnc1
  109 | 1 | 20 | -10 | -3 | 2 | -6 | -1.0 | 0.8
O=C(N/N=C/c1c(O)n(-c2ccc(Cl)cn2)c(=O)c2ccccc12)c1ccncc1
  135* | -27 | 1 | 16 | 10 | 4 | -2 | -4.4 | -4.5
CCCN1C(=O)c2cc(C(=O)Nc3cccc(C(C)=O)c3)ccc2C1Nc1cccc(C(C)=O)c1 (stereo unspecified)
  88 | -5 | 27 | -10 | 3 | -13 | -17 | -2.2 | -2.3
C=C(C)c1cccc(C(C)(C)NC(=O)Nc2ncccn2)c1
  103 | -5 | 24 | -2 | -4 | 3 | -21 | -3.7 | -0.2
O=C(Cc1ccc(Cl)cc1)Nc1ccc(Br)cn1
  105 | -5 | 38 | -3 | 4 | -2 | -4 | -1.8 | -1.2
Cc1cc(C)c(OCCCON2C(=O)CCC2=O)c(Br)c1
  101 | 3 | 38 | -8 | -1 | -2 | -11 | -0.4 | -1.0
COc1cc(OC)cc(C(=O)NNC(=O)C2CCCC2)c1
  100 | 5 | 19 | 16 | -6 | 1 | -1 | -0.9 | -0.1
COc1ccc(CCN=C(N)NS(=O)(=O)c2cc(F)ccc2OC)cc1
  101 | 2 | 3 | 6 | -6 | 7 | -12 | -3.4 | 0.3
COc1ccc(-c2nc3cnccn3c2Nc2ccc(C)cc2)cc1
  114 | 5 | 10 | 12 | -13 | -4 | -24 | -3.2 | -1.8
Cc1ccnc2nc(C(=O)OCC(=O)N(CC(C)C)CC(C)C)nn12
  105 | 2 | 20 | 9 | 16 | -6 | -4 | -1.4 | -1.6
N#C/C(=C(\O)CCl)c1nnc2n1CCCCC2
  99 | -1 | 10 | 6 | -1 | 1 | -3 | -4.5 | -2.5
CN(C)CCN(Cc1ccccc1)C(=O)C1CCN(c2ncnc3c2nc2n3CCCCC2)CC1
  101 | 3 | 37 | 6 | -15 | 3 | 14 | -0.5 | -2.7
O=C(Nc1cccc(Cl)c1)/C(=C\c1cccnc1)NC(=O)c1ccco1
  94 | -1 | -21 | -4 | -7 | -1 | -2 | -1.1 | 0.0
Cc1ccccc1Cn1c(=O)n(CCC(=O)NCc2ccc3c(c2)OCO3)c(=O)c2ccccc21
  103 | -1 | 2 | 26 | -6 | 1 | 5 | -2.7 | -1.6
COc1cc(C(=O)N2C[C@@H]3CCC[C@H]2C3)ccc1OC1CCN(C(C)=O)CC1
  101 | 2 | -20 | 7 | 6 | -10 | -23 | -0.8 | 1.1
Cc1cccc(N2C(=O)C3C4CC(=O)C(c5ccccc54)C3C2=O)c1C (stereo unspecified)
  85 | 6 | -3 | -1 | 0 | -2 | -14 | 0.6 | 2.2
CSc1nc2ncc(-c3ccsc3)c(N)n2n1
  112 | 1 | 16 | 4 | 6 | -1 | -2 | -4.1 | -1.9
COC(=O)[C@H](C)NC(=O)Nc1ccc(C)c(C)c1
  108 | 2 | -13 | 17 | -3 | 0 | 0 | 0.8 | -2.0
CCN(CC)CCCN1CC(=O)N2[C@@H](Cc3c([nH]c4ccccc34)C2(C)C)C1=O
  103 | 1 | 28 | -2 | -2 | 3 | 0 | -2.8 | -2.8
COCCn1c(SCC(=O)N2CCCCC2)nc2c([nH]c3ccccc32)c1=O
  94 | -4 | 48 | -1 | -3 | 20 | -38 | 2.2 | 4.5
Cc1ccc(S(=O)(=O)NCc2ccc(/C=C(/C#N)C(=O)NCc3ccccc3)o2)cc1
  98 | 1 | -4 | 20 | -15 | 6 | -17 | -0.2 | -1.6
c1ccc(C2=Nn3c(nnc3-c3n[nH]c4c3CCC4)SC2)cc1
  103 | -7 | 41 | 6 | -2 | 1 | -21 | -2.6 | 7.3
c1ccc2nc(-c3nc4ccccc4[nH]3)ccc2c1
  103 | 0 | 14 | 16 | -4 | -8 | -3 | -5.8 | -3.7
CC(C)CCCN1C(Nc2ccccc2)=NC[C@@H]1C
  100 | 1 | -7 | 12 | -3 | 3 | -6 | 1.8 | -0.4
[N-]=[N+]=NCCN1CCN(CCc2ccccc2)CCC1=O
  102 | 3 | -13 | -4 | 1 | -5 | -15 | -3.0 | 0.7
N#CCOc1coc(CN2CCN(c3cccc(Cl)c3)CC2)cc1=O
  101 | 5 | 12 | 23 | -4 | 1 | -14 | -1.4 | 0.1
COc1ccc(-c2cc(C(=O)Nc3cc(OC)cc(C(=O)Nc4cccc(C(F)(F)F)c4)c3)[nH]n2)cc1
  110 | -9 | 26 | 11 | 1 | . | . | . | .
O=C(O)c1cc(/C=N\O)ccc1OCc1ccccc1
  120 | -1 | 14 | -12 | -11 | 2 | 0 | -4.3 | 1.4
O=C(CNC1CCCCCC1)Nc1ccccc1N1CCOCC1
  98 | 0 | 12 | -28 | 15 | 9 | 4 | -3.2 | -1.7
COc1ccc2cc(C(=O)C3CCCN(C(=O)CCc4cnn(C)c4)C3)ccc2c1 (stereo unspecified)
  102 | 0 | 35 | 27 | -4 | 2 | -27 | -2.2 | -2.1
Cc1nn(CC(=O)NCCCN2CCCCC2)c(=O)c2cc(-c3ccccc3)nn12
  98 | 9 | 32 | 9 | 1 | -7 | 22 | -3.1 | 0.7
CN(C)c1ccc(/C=C(\C#N)C(=O)c2ccccc2)cc1
  96 | -98 | 51 | 3 | 4 | 3 | -10 | 6.2* | 4.8
COc1ccccc1CNC(=O)C1CCN(S(=O)(=O)c2ccc3c(c2)CC(C)N3C(C)=O)CC1 (stereo unspecified)
  86 | 3 | 24 | 11 | 1 | 11 | -44 | -0.2 | -2.5
CC(C)N(C(=O)CN(C#N)c1nc(N(C)C)nc(N(C)C)n1)c1ccccc1
  87 | -3 | 39 | -4 | -11 | 3 | -6 | 1.2 | 0.5
Cc1nnc(SCC(=O)NCc2ccco2)n1-c1ccccc1
  97 | 5 | 7 | 4 | 12 | -1 | -1 | -2.5 | -1.0
CCc1oc(C(=O)O)cc1CN(CC)CC
  106 | 10 | -2 | -3 | -4 | -4 | -1 | -4.3 | -2.4
CC(C)c1ccc(-c2nc(N3CCCCCC3)nc3n[nH]c(N)c23)cc1
  94 | -3 | -4 | 2 | 4 | -12 | 3 | 1.2 | -5.2
CCOC(=O)NC(=O)CSc1nnnn1-c1ccc(Cl)cc1
  99 | 4 | -15 | -6 | -2 | -7 | -4 | -1.4 | -2.7
Cc1c(C(=O)N(C)C2CC(C)(C)NC(C)(C)C2)oc2c(F)cccc12
  101 | 8 | 26 | 4 | 2 | -10 | 18 | -1.6 | -0.4
CC(C)Nc1nc(NC(N)=S)nc(NC(C)C)n1
  111 | 2 | -2 | 0 | -6 | -4 | -3 | -4.8 | -1.7
O=C(Nc1ccc(OCc2ccccc2)cc1)c1cccs1
  105 | 8 | 14 | 10 | -12 | 19 | -12 | -2.8 | -2.0
COc1ccc(C2OC3=C(Nc4cc(C)c(C)cc4N3)C2=O)cc1 (stereo unspecified)
  90 | -3 | 33 | 6 | -4 | -7 | -14 | -1.0 | -0.1
Cn1c(NCCO)nc2c(c1=O)C1(CCCCC1)Cc1ccccc1-2
  105 | 3 | -7 | 15 | -23 | -21 | -23 | -3.7 | 1.3
COc1ccc(/C=C/C(=O)NCC(=O)N/N=C/c2ccc(OC)cc2)cc1
  104 | 2 | -5 | 9 | -1 | -8 | -17 | -1.2 | -2.4
Clc1ccc(Cn2ncc3c(N4CCCCC4)ncnc32)cc1
  98 | -1 | -14 | 2 | -1 | -2 | -18 | -8.5 | -3.9
COc1ccc(OC)c(C2C(C(C)=O)=C(O)C(=O)N2c2ccc(O)cc2)c1 (stereo unspecified)
  94 | 1 | -7 | 18 | -17 | -5 | 1 | -2.4 | 1.5
Cc1cc(C)c(-c2cc(NC(=O)COC(=O)c3ccc(C#N)cc3)n(-c3ccccc3)n2)cc1C
  88 | -3 | -11 | -17 | 0 | 0 | -8 | -1.7 | -2.6
CC(C)(C)C(=O)Cn1ncc(N2CCOCC2)c(Cl)c1=O
  100 | 2 | 36 | -15 | -6 | 27 | -5 | -0.2 | 0.8
C=C(C)Cn1c(NCCC)nc2c1c(=O)n(C)c(=O)n2C
  86 | 3 | -6 | 0 | -6 | -7 | -14 | -2.7 | -0.5
C/C=C(\C)C(=O)N1CC2(CC(c3cccc(NC(=O)CC(c4ccccc4)c4ccccc4)c3)=NO2)C[C@H]1C(N)=O (stereo partly specified)
  95 | . | 4 | -18 | 2 | . | . | . | .
CCN=C1S/C(=C\c2cc(Br)ccc2OCC(=O)OCC)C(=O)N1CC
  93 | -4 | 11 | 11 | -15 | -5 | -4 | -1.4 | -2.1
C=CCC1(CC=C)CCCN1C(=O)c1cc(COc2cccc(C(F)(F)F)c2)on1
  102 | 0 | 61* | -12 | -22 | 1 | -44 | -5.5 | -1.0
O=C(O)/C(=C\C(=O)c1ccccc1)Nc1ccccc1
  105 | . | 36 | 18 | -6 | 1 | -4 | -2.0 | -2.7
O=C(N/C(=C\c1cccnc1)C(=O)N1CCOCC1)c1ccco1
  103 | 3 | 8 | 2 | 6 | -2 | -3 | -2.4 | -1.6
COc1ccc(C(CC(=O)O)NC(=O)Cc2ccccc2)cc1 (stereo unspecified)
  114 | 3 | -2 | 4 | -7 | -11 | 3 | -3.0 | -1.5
Cc1cccc(NC(=O)CN2C(=O)S/C(=C\C(=O)Nc3ccc(Cl)cc3)C2=O)c1
  101 | 2 | 10 | 12 | 19 | 4 | -1 | -2.2 | -1.9
COc1ccccc1OCC(=O)NCCCN1CCOCC1
  102 | 4 | -2 | -7 | 4 | 0 | 0 | -4.8 | -0.5
O=C(CN1C(=O)CSc2ccc(C(F)(F)F)cc21)Nc1ccccc1
  101 | 7 | 29 | 1 | -2 | 7 | -14 | -2.0 | -2.0
CC1Cn2c(nc3sc4c(c3c2=O)CCC4)N1CCO (stereo unspecified)
  109 | 2 | 40 | 33 | -2 | 6 | -10 | -1.7 | 0.4
COc1ccc(Cc2nnc(NC(=O)Nc3ccccc3OC)s2)cc1
  100 | 6 | -16 | 3 | 4 | -8 | -6 | -1.2 | 0.8

Profiles as entered above:
Results for O=C(O)/C(=C\C(=O)c1ccccc1)Nc1ccccc1 : MEKK3 PB1 HTS: 105; IDE cell activ: .; PHOSPHO1 block: 36; SUMO HTRF inh: 18; p-CIP stab down: -6; NS3 helicase inh: 1; FID counter: -4; IMP-1 inh: -2.0; VIM-2 inhibitor: -2.7
Results for CC1Cn2c(nc3sc4c(c3c2=O)CCC4)N1CCO (stereo unspecified) : MEKK3 PB1 HTS: 109; IDE cell activ: 2; PHOSPHO1 block: 40; SUMO HTRF inh: 33; p-CIP stab down: -2; NS3 helicase inh: 6; FID counter: -10; IMP-1 inh: -1.7; VIM-2 inhibitor: 0.4
